tim23-1 inh: growth inhibitors of tim23-1 mutant yeast, primary screen, luminescence, uHTS; S. cerevisiae tim23-1 growth, BacTiter-Glo luminescence, 24 h; inhibition, % at 20 µM; 330,000 tested, 1.3% active; AID 463212, 2010;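 active = growth inhibition of the mutant yeast at or above 50%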;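 note: temperature-sensitive mutant grown at 25 °C; plate controls were DMSO-treated mutant yeast for no effect and medium wells lacking yeast for full effect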
TIM10 inh: growth inhibitors of isogenic TIM10 control yeast, primary screen, counter-screen for tim10-1 yeast inhibitor project, luminescence, uHTS | 330,000 tested, 1.4% active | inhibition, % at 10 µM | S. cerevisiae TIM10 strain growth, BacTiter-Glo luminescence, 24 h;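 active = inhibition of 40% or more at the single tested concentration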;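 note: wild-type TIM10 isogenic control strain grown at permissive 25 °C; 0% = DMSO yeast wells and 100% = minimal medium wells without yeast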
MIN6 prolif: inducers of MIN6 beta-cell proliferation, primary screen, ATP luminescence, uHTS; MIN6 cells proliferation, ATPlite luminescence, 48 h; cells starved in 0.2% serum; 100% = growth in 10% serum; proliferation, % at 10 µM; 330,000 tested, 0.29% active; AID 2380, 2010;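 active = compounds whose signal lies at least 3.5 SD above the mean of all wells on their plate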;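 note: 0% = DMSO-treated cells in low-serum medium and 100% = 10% serum control; some compounds called inactive have numbers as strong as hits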
NALP3 yeast inh: NALP3 inflammasome inhibitors in reconstituted yeast, primary screen, luminescence, uHTS; Yeast reconstituted NLRP3/ASC/caspase-1, beta-gal luminescence, 24 h; inhibition, % at 10 µM; 330,000 tested, 0.39% active;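 active = inhibition of 50% or more; inactive = inhibition below 50%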;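 note: plate controls were induced DMSO wells for no effect and uninduced yeast grown without galactose for full effect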
GRIN3A LBD mod: binders of NR3A ligand-binding domain, primary screen, biophysical, differential scanning fluorimetry, uHTS; Tm shift relative to glycine control, % at 25 µM; 340,000 tested, 2.5% active; Glutamate receptor ionotropic, NMDA 3A (GRIN3A) ligand-binding domain; NR3A LBD differential scanning fluorimetry, Tm shift; 0% = protein alone, 100% = glycine-bound protein;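 active = melting temperature shift of at least 10% of the positive control shift, at one fixed dose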
APJ antagonist: antagonists of human apelin receptor APJ, primary screen, CHO-K1 cells, beta-arrestin complementation, luminescence; P35414; inhibition, % at 20 µM; 330,000 tested, 0.32% active; AID 2521, 2010;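 active = inhibition above about 40% at 20 µM, limit read from the data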;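 note: cells challenged with 10 nM apelin-13 agonist together with compound; plate controls were apelin-13 plus DMSO wells for no effect and DMSO wells lacking apelin-13 for full effect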
Target sequence (P35414 whole entry, looked up): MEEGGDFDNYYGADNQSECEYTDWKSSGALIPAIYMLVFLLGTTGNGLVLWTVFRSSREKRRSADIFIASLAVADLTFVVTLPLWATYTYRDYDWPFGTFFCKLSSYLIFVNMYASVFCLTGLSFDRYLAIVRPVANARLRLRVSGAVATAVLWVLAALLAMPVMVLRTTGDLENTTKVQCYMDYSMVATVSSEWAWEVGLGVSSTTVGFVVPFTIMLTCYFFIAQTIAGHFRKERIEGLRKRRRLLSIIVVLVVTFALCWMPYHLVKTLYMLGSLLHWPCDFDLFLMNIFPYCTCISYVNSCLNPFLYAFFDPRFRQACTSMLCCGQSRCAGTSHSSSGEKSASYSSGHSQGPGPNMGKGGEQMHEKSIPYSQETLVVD
APJ agonist: agonists of human apelin receptor APJ, primary screen, CHO-K1 cells, PathHunter beta-arrestin, luminescence | 330,000 tested, 0.11% active | activation, % at 20 µM | 0% DMSO wells, 100% apelin;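 active = activation more than six SD over the plate average, tested at 20 µM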;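 note: 0% = DMSO alone and 100% = apelin-13 at 10 nM; some results filed as inactive read as strong as hits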
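Test system: CHO-K1 APJ beta-arrestin complementation cell line | Compound: Single test compound dose, 20 µM final, 1% DMSO | Incubation: Compound 90 min 25 °C, reagent 1 h | Measured by: beta-gal luminescence | Read-out basis: APJ–arrestin association signal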
tim10-1 inh: growth inhibitors of tim10-1 mutant yeast, primary screen, luminescence, uHTS. inhibition, % at 20 µM. S. cerevisiae tim10-1 ts strain growth, BacTiter-Glo, 24 h. 330,000 tested, 2.2% active;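 active = inhibition of at least 40%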;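 note: mutant grown at 25 °C; 0% = DMSO wells with yeast and 100% = wells holding no yeast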
MPTP block: mitochondrial permeability transition pore inhibitors, primary screen, biochemical, isolated mouse mitochondria, absorbance. Ca2+ swelling absorbance, 30 min. 360,000 tested, 1.4% active. inhibition, % at 10 µM;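 active = inhibition of 50% or more, scaled per plate between neutral and stimulator controls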;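 note: 0% = DMSO wells given calcium and 100% = 1 mM EGTA wells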
* = called active by the depositor; x = not tested or not shown.

SMILES | tim23-1 inh | TIM10 inh | MIN6 prolif | NALP3 yeast inh | GRIN3A LBD mod | APJ antagonist | APJ agonist | tim10-1 inh | MPTP block
COc1cc(C(c2c(C(=O)O)[nH]c3ccccc23)c2c(C(=O)O)[nH]c3ccccc23)ccc1OCc1ccccc1 | 13 | 12 | -3 | 9 | 2 | 16 | -5 | 10 | -2.5
O=C(Nc1cccnc1)c1ccc(NS(=O)(=O)c2cccc([N+](=O)[O-])c2)cc1 | -1 | 3 | -1 | -10 | -6 | 8 | 2 | 11 | 0.6
COc1ccc(OC)c(NC(=O)COC(=O)COc2ccc(Nc3ccccc3)cc2)c1 | 17 | 3 | 0 | 16 | -1 | -12 | 1 | 17 | -1.0
Cc1nc(S(=O)(=O)N2CCN(C3c4ccccc4-c4ccccc43)CC2)cn1C | 12 | 21 | -1 | 20 | -1 | 13 | -3 | 14 | 1.7
C=CCOc1c2ccc(C(=O)NCc3ccc(OC)cc3)cc2nn1C | 14 | 5 | -4 | 13 | -1 | -3 | -2 | 3 | -0.4
COC(=O)C1CSC(C)(C)C(=O)N1 (centres undefined) | -1 | 3 | -1 | 4 | -3 | 3 | -3 | 5 | 3.2
COc1ccc(C(=O)CC(=O)C(=O)Nc2cc(OC)ccc2OC)cc1 | 19 | -12 | -2 | 17 | -2 | -4 | -2 | -14 | 3.9
O=C(COC(=O)C1COc2ccccc2O1)Nc1ccc(Cl)cc1 (centres undefined) | 25 | 6 | 0 | 24 | -5 | -6 | 0 | -5 | -1.5
COc1cc(S(=O)(=O)N2CCCC3(CCCCC3)C2)ccc1-n1cnnn1 | 2 | 2 | -1 | -11 | 1 | -7 | -4 | 11 | 0.3
CC(=O)c1sc(NC(=O)COc2c(C)cc(Cl)cc2C)nc1C | -10 | -1 | -1 | 25 | x | 16 | -4 | 16 | x
CC(OC(=O)c1c[nH]c2ccccc12)C(=O)N1CCCC1 (centres undefined) | -3 | -8 | 2 | 17 | -2 | 15 | -4 | -5 | -2.9
O=C(Cc1ccc(Br)cc1)N1CCN(c2ccccn2)CC1 | 9 | -27 | 0 | 20 | -3 | -6 | -1 | 19 | 0.9
COc1ccc(-c2csc(NC(=O)CN3C(=O)CCC3=O)n2)cc1OC | -2 | 7 | 3 | 5 | 0 | -13 | -2 | 2 | -0.1
O=c1c2ccccc2nc(/C=C/c2c[nH]c3ccccc23)n1CCO | 3 | 2 | -3 | 14 | -4 | -10 | 3 | -3 | -1.3
COc1ccc(C(C(=O)NCCC(C)C)N(CCCO)C(=O)c2snc(C(N)=O)c2N)cc1OC (centres undefined) | 3 | -8 | 3 | 12 | 2 | 4 | -3 | -1 | -1.0
Cc1cc(NCc2ccco2)n2c(nc3ccccc32)c1C#N | -4 | 0 | 2 | -4 | 20* | -10 | 1 | 7 | 5.4
O=C(/C=C/c1ccccc1)OCC(=O)c1c[nH]c2ccccc12 | 10 | 0 | -5 | 14 | -5 | -3 | -3 | -4 | -2.9
O=C(CSc1nnc(-c2ccco2)o1)N1CCCCC1 | 11 | -13 | 1 | 13 | 0 | -13 | 2 | 6 | -0.4
COc1ccccc1Nc1ncnc2ccc(C)cc12 | -2 | -3 | -2 | 13 | 2 | -7 | -2 | 20 | 1.1
COc1ccc(OC)c(-c2cnc(OC(C)(C)C)nc2OC(C)(C)C)c1 | 10 | 21 | 0 | -4 | -2 | 16 | -2 | 11 | 1.9
CCOCC(=O)OCC(=O)NC12CC3CC(CC(C3)C1)C2 | 10 | -16 | -5 | -9 | -2 | 12 | -1 | 10 | 2.5
COc1ccc(NC(=O)CCCN2C(=O)CN(C)C2=O)cc1Cl | 7 | 0 | 9 | 7 | 1 | 11 | -3 | 3 | -1.9
CC1(C)Nc2ccccc2C(=O)N1NC(=O)c1ccccc1 | -7 | -8 | 0 | 3 | -5 | -2 | -3 | 0 | -1.8
Cc1ccc(C(C)C)cc1OCC(=O)N/N=C/c1ccc2c(c1)OCCO2 | 36 | 17 | 0 | 30 | -7 | -6 | -3 | 28 | 8.1
COc1ccc(CN(C)S(=O)(=O)c2nnc(NC(=O)c3cccc(OC)c3)s2)cc1 | 17 | 9 | -2 | -7 | -1 | -4 | -5 | 21 | 11

Looked up one by one from above (five):
SMILES | tim23-1 inh | TIM10 inh | MIN6 prolif | NALP3 yeast inh | GRIN3A LBD mod | APJ antagonist | APJ agonist | tim10-1 inh | MPTP block
COc1ccccc1Nc1ncnc2ccc(C)cc12 | -2 | -3 | -2 | 13 | 2 | -7 | -2 | 20 | 1.1
CC(=O)c1sc(NC(=O)COc2c(C)cc(Cl)cc2C)nc1C | -10 | -1 | -1 | 25 | x | 16 | -4 | 16 | x
COc1ccc(OC)c(-c2cnc(OC(C)(C)C)nc2OC(C)(C)C)c1 | 10 | 21 | 0 | -4 | -2 | 16 | -2 | 11 | 1.9
Cc1nc(S(=O)(=O)N2CCN(C3c4ccccc4-c4ccccc43)CC2)cn1C | 12 | 21 | -1 | 20 | -1 | 13 | -3 | 14 | 1.7
O=C(COC(=O)C1COc2ccccc2O1)Nc1ccc(Cl)cc1 (centres undefined) | 25 | 6 | 0 | 24 | -5 | -6 | 0 | -5 | -1.5

Remaining list, next part.
SMILES | tim23-1 inh | TIM10 inh | MIN6 prolif | NALP3 yeast inh | GRIN3A LBD mod | APJ antagonist | APJ agonist | tim10-1 inh | MPTP block
COc1ccc2[nH]c3c(c2c1)CCN1C(=O)C(CC(=O)NCc2ccc(OC)c(OC)c2)C[C@H](C(=O)N2CCOCC2)[C@@]31C (some centres undefined) | 27 | -7 | x | x | -1 | x | x | -2 | -1.3
Cc1cc(NC(=O)COc2ccc(Cl)cc2Cl)n(CCC#N)n1 | 8 | 10 | -3 | 16 | 0 | 11 | 1 | 7 | 0.7
Cn1cc(Br)c(C(=O)NC2CCCCCC2)n1 | 12 | -3 | 1 | 13 | -1 | 2 | 2 | 10 | -1.5
Cn1c(C(=O)N2CCCC(C(=O)O)C2)cc2sccc21 (centres undefined) | 4 | -9 | -1 | 2 | -1 | 6 | -4 | 0 | -0.8
CCOC(=O)C1Nc2c(F)cc(C)cc2C2c3ccccc3CC12 (centres undefined) | 47 | 46* | -7 | 49 | -2 | 3 | -3 | 49* | 0.2
O=C(Oc1ccccc1C(=O)Nc1ccccc1)c1ccc(Br)c([N+](=O)[O-])c1 | 61* | 52* | -6 | 47 | 2 | 3 | -5 | 47* | 7.7
Cc1ccc(C(=O)CSc2nnc(-c3c[nH]c4ccccc34)o2)cc1 | -12 | 28 | -3 | 4 | 2 | 8 | -1 | -10 | 16
Cc1c(C)n(C)c2ccc(C(=O)NCCCN3CCCC3)cc12 | -8 | 12 | -3 | 12 | 1 | -20 | 12 | -2 | 1.4
CCn1c(COc2ccc(C)cc2)nnc1SCc1ccc(C#N)cc1 | 34 | -3 | -4 | 61* | -2 | -19 | -1 | 31 | -2.5
NC(=O)c1cnn2c(C(F)(F)F)cc(-c3ccc(F)cc3)nc12 | 0 | 15 | 0 | 3 | 1 | 15 | -1 | 15 | 0.9
Cc1c(NC(=O)CSc2nnc(C(C)Oc3ccc(Cl)cc3)n2-c2ccccc2)c(=O)n(-c2ccccc2)n1C (centres undefined) | 6 | 9 | 1 | 6 | 0 | 6 | -3 | 4 | -0.7
Cc1oc(-c2ccccc2Cl)nc1CN1CCCCC1CO (centres undefined) | 2 | 9 | -1 | 3 | -1 | 9 | -1 | 14 | 0.4
CCc1nc2sc(C#N)c(N)c2c2c1CCCC2 | 14 | 6 | 6.3* | 42 | 4 | -10 | 0 | 10 | 0.6
CC1CCN(CC(O)COC2CC(C)CC(C)(C)C2)CC1 (centres undefined) | 7 | -8 | 5 | 19 | -1 | -6 | -3 | -33 | 0.4
Cc1c(NC(=O)c2cc(-c3cccs3)nc3ccccc23)c(=O)n(-c2ccccc2)n1C | 11 | 18 | 4 | 5 | -3 | 10 | 10 | 15 | 0.9
O=C(CN1CCN(c2cccc(Cl)c2)CC1)Nc1ccc(S(=O)(=O)N2CCOCC2)cc1 | 13 | 5 | 1 | 6 | -9 | 3 | 3 | 32 | -0.2
Cn1c(NCC2CCCO2)nc2c1c(=O)n(Cc1ccccc1)c(=O)n2C (centres undefined) | 5 | -1 | 1 | 4 | 0 | -1 | -3 | -1 | -0.8
CCOC(=O)C1=C(COC(=O)CCCOc2ccccc2)NC(=O)NC1C (centres undefined) | 1 | -14 | 2 | 15 | 0 | 14 | -6 | -18 | 1.2
O=C(Nc1ccccc1Cl)c1cc(S(=O)(=O)N2CCOCC2)cs1 | -3 | 8 | 0 | 1 | 1 | 18 | -4 | 20 | -0.8
Cc1cccc(Oc2ccc(N)cc2)c1 | 16 | 8 | -3 | 26 | 2 | 1 | -1 | 13 | 1.0
CCC1CCCCN1C(=O)Cn1c(C(=O)OC)cc2sc(Cl)cc21 (centres undefined) | 11 | 3 | -1 | 3 | -12 | 22 | 2 | 9 | 0.8
Cc1ccc(CNC(=O)c2ccc(N3CCC4(CC3)CC(c3cccc(Br)c3)=NO4)c(NC(=O)c3ccc(Br)cc3)c2)cc1 | -8 | 3 | -3 | 10 | 1 | 0 | -3 | -6 | -2.3
COc1ccc(CC2(CO)CCN(S(=O)(=O)c3c(C)nn(C)c3Cl)CC2)cc1 | 15 | 1 | -2 | 16 | 1 | 4 | -2 | 13 | -0.3
COCCN(C(=O)CSc1nnc(-c2ccccc2OC)o1)c1c(N)n(CC(C)C)c(=O)[nH]c1=O | 4 | 0 | 1 | 12 | 3 | 27 | -1 | -12 | -0.9
O=C(Nc1cccc(NC(=O)c2ccco2)c1)c1ccc2c(c1)OCO2 | 1 | -4 | 2 | 16 | -3 | -3 | -4 | -20 | -1.1

One compound at a time (already shown). Screens in order: tim23-1 inh	TIM10 inh	MIN6 prolif	NALP3 yeast inh	GRIN3A LBD mod	APJ antagonist	APJ agonist	tim10-1 inh	MPTP block
COc1ccc(C(C(=O)NCCC(C)C)N(CCCO)C(=O)c2snc(C(N)=O)c2N)cc1OC (centres undefined) is listed with 3	-8	3	12	2	4	-3	-1	-1.0
CCn1c(COc2ccc(C)cc2)nnc1SCc1ccc(C#N)cc1 is listed with 34	-3	-4	61*	-2	-19	-1	31	-2.5

Compound activity deposited in PubChem by Sanford-Burnham Center for Chemical Genomics.
